Assay outcomes from PubChem BioAssay.
PRMT1 FP inh: PRMT1 methyltransferase inhibitors, primary screen, biochemical, fluorescence polarization; Protein arginine N-methyltransferase 1 (Homo sapiens), Q99873; 370,000 compounds, 1.3% hits; recombinant PRMT1, activity-based probe fluorescence polarization; AID 652257, 2013; inhibition, % at 2.79 µM;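 active = inhibition above about 21% made by adding two undisclosed values, limit read from the data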
MBD2 inh: inhibitors of MBD2 binding to methylated DNA, primary screen, biochemical, TR-FRET, DNA-binding domain, human; Methyl-CpG-binding domain protein 2 (Homo sapiens), Q9UBB5; 370,000 compounds, 0.31% hits; inhibition, % at 4.4 µM; MBD2 binding to methylated oligonucleotide; in the data active = inhibition above about 13%
GC-B act: human GC-B receptor activators, primary screen, HEK293 GC-B cells, cGMP TR-FRET, EC30 CNP; Atrial natriuretic peptide receptor 2 (Homo sapiens), P20594; 0% at EC30 CNP, 100% saturating CNP; activation, % at 10 µM; 370,000 compounds, 0.11% hits; AID 1920062, 2024;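 active = activation at 10 µM reaching about 35% in either raw or pattern-adjusted values, limit read from the data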
HTRA1 inhibitor: HTRA1 serine protease inhibitors, primary screen, biochemical, fluorescence polarization, HTS; recombinant HTRA1, FP-rhodamine activity-based probe; inhibition, % at 5.96 µM; 340,000 compounds, 0.5% hits; AID 504803, 2011; in the data active = inhibition above about 36%;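 note: 0% = enzyme with DMSO and 100% = wells lacking enzyme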
Target sequence (Q92743 whole entry, looked up): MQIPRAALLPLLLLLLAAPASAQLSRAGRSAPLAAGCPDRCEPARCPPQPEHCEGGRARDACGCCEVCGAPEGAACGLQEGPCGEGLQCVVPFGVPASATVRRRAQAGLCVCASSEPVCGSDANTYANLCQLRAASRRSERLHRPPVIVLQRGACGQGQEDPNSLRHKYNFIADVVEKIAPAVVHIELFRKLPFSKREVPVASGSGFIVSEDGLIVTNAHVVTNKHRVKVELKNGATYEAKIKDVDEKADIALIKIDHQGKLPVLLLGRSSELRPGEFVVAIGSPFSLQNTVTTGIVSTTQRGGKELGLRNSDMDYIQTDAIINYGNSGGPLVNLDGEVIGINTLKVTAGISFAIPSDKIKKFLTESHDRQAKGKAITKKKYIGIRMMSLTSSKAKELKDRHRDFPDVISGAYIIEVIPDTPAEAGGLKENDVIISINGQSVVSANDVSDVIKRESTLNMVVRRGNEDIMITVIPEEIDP
TCR-CD3 inh: inhibitors of human TCR-CD3 interaction, primary screen, biochemical, fluorescence, TAMRA-labeled TCR probe; T-cell receptor (TCR); AID 651800, 2012; inhibition, % at 9.4 µM; 360,000 compounds, 0.37% hits; in the data active = inhibition above about 19%;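 note: recombinant mutant TCR 2C K166C tagged with TAMRA read by polarization; 0% = receptor in buffer alone and 100% = receptor with positive control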
LEDGF integ inh: blockers of LEDGF/p75-dependent integrase strand transfer – biochemical, TR-FRET, high throughput, primary screen; HIV-1 integrase (with human LEDGF/p75); TR-FRET IN-LEDGF/p75 DNA integration, Eu/Cy5; 370,000 compounds, 0.64% hits; AID 743269, 2014; inhibition, % at 3.7 µM;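 active = inhibition above the screen-wide mean plus 3 SD, cut at about 13% in these data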;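 note: signal is the Cy5 over europium emission ratio at 671 and 618 nm; 0% = plate median of compound wells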
rCAG RNA binder: binders of r(CAG) RNA repeats, primary screen, biochemical, fluorescence. r(CAG) RNA repeat, TO-PRO-1 dye displacement fluorescence. inhibition, % at 3 µM. 370,000 compounds, 1.3% hits. AID 651821, 2012;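 active = inhibition above the plate cutoff, the mean of all test compounds on that plate plus 3 SD, cut at about 35% in these data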;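 note: 0% = DMSO alone and 100% = 100 µM mitoxantrone as full dye displacement; higher means more dye released from RNA so lower well fluorescence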
TDP2 inh: human TDP2 enzyme inhibitors, primary screen, biochemical, epi absorbance, recombinant enzyme | Tyrosyl-DNA phosphodiesterase 2 (Homo sapiens), O95551 | T5PNP hydrolysis, p-nitrophenol absorbance 415 nm | inhibition, % at 12.8 µM | 370,000 compounds, 0.34% hits;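 active = inhibition above the mean of all tested compounds plus 3 SD, set per campaign, cut at about 25% in these data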;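 note: 0% = DMSO with enzyme and 100% = buffer with substrate but no TDP2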
Target sequence (O95551 whole entry, looked up): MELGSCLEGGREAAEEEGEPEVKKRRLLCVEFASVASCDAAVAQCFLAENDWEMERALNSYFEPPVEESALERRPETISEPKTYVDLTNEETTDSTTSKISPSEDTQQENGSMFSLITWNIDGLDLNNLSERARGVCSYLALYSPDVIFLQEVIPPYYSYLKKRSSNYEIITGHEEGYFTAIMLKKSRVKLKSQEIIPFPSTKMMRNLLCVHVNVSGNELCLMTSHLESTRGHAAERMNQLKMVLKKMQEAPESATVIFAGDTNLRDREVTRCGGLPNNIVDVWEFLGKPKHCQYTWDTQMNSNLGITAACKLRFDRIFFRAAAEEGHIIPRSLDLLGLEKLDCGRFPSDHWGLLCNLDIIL
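System – recombinant human TDP2 · Quantity – TDP2 enzyme at 120 nM final · Doses – single concentration, 12.8 µM nominal, with 1% DMSO · Incubation – 2 h at 37 °C · Measured by – epi absorbance of p-nitrophenol freed from T5PNP by hydrolysis · Read-out – % inhibition relative to enzyme-containing and enzyme-free wells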
SIAE inh: human SIAE inhibitors, primary screen, biochemical, fluorescence polarization, FP-Rh probe, 1536-well HTS | SIAE FP-Rh probe binding | inhibition, % at 9.66 µM | 370,000 compounds, 0.69% hits;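 active = inhibition above a cutoff: mean of compounds within the control limits plus 3 SD of those, cut at about 17% in these data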;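 note: 0% = plate median of compound wells and 100% = probe without SIAE protein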
mABHD4 FP: ABHD4 inhibitors, primary screen, biochemical, fluorescence polarization, mouse; purified mABHD4, FP-Rh probe fluorescence polarization; 370,000 compounds, 0.54% hits; inhibition, % at 8.92 µM; AID 720543, 2013;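 active = inhibition exceeding the mean over every tested compound plus 3 SD, cut at about 30% in these data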;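 note: 0% = plate median of compound wells and 100% = S159A mutant with DMSO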
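Doses – 8.92 µM, single dose · Material – wild-type mouse ABHD4 protein · Replication – single well per compound (singlicate) · Measure – percent inhibition of probe binding, normalized to plate controls · Schedule – 45 min compound pre-incubation plus 60 min probe step, 25 °C · Detection – fluorescence polarization with parallel and perpendicular emission, 525/598 nm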
An asterisk follows results filed as active; . = no result given.

SMILES	PRMT1 FP inh	MBD2 inh	GC-B act	HTRA1 inhibitor	TCR-CD3 inh	LEDGF integ inh	rCAG RNA binder	TDP2 inh	SIAE inh	mABHD4 FP
CN(C)c1nc(N)nc(Cn2nnc(-c3ccc(C(F)(F)F)cc3)n2)n1	2.4	-4.6	0.4	0.3	-0.7	-1.2	0.1	9.9	-1.6	-5.7
N#Cc1c(N)c2ccccn2c1C(=O)c1ccc(Br)cc1	-1.1	-5.1	-10.4	-8.6	3.2	1.2	0.2	2.5	-1.3	-6.2
CN(C)CCCCOc1cccc(Br)c1	2.0	-2.3	0.2	5.0	3.7	4.0	1.6	14.0	0.6	21.2
COc1ccc(C)cc1NC(=O)CNC(=O)[C@@H]1Cc2ccccc2CN1	-1.4	3.9	-5.0	-0.3	-3.0	-1.6	-2.2	7.3	6.9	4.6
CCCCNC(=O)N1CCC(c2nc3ccc(Cl)cc3[nH]2)CC1	-4.1	2.3	-7.8	.	.	-3.8	1.8	8.9	-0.5	3.5
COc1ccc(CC(=O)NNS(=O)(=O)c2ccccc2[N+](=O)[O-])cc1OC	2.8	2.3	-0.8	0.8	-7.7	-0.3	-2.7	5.3	6.7	-4.5
Cc1ccc(NC(=O)c2cccnc2)c([N+](=O)[O-])c1	4.2	1.3	1.2	23.0	-8.9	-3.2	-2.8	-9.5	0.7	4.5
Cc1cc(C)cc(C(=O)NCC(=O)OCC(=O)Nc2cccnc2Cl)c1	-2.2	-6.7	5.6	2.3	11.1	5.5	-4.7	-8.9	-4.5	2.0
CCC/C(O)=C1\C(=O)CC(C)(C)CC1=Nc1cccc([N+](=O)[O-])c1	0.0	-3.5	-0.5	-2.4	9.3	-4.2	-4.5	0.1	2.3	10.9
O=C(CSc1nnc(NC(=O)C2CC(=O)N(c3ccc(F)cc3)C2)s1)NCC1CCCO1 (centres undefined)	1.0	5.1	0.0	-4.6	1.0	-0.9	5.9	4.8	-2.9	10.7
CCNC(=S)N(Cc1cc2cc(C)c(C)cc2[nH]c1=O)C1CCCC1	0.3	0.4	-2.4	-11.0	-2.3	-1.8	-1.8	6.1	-5.3	-4.1
CCOc1ccc(N2C(=O)CC(NC3CCN(C(=O)c4cccs4)CC3)C2=O)cc1 (centres undefined)	88.7*	10.4	-1.9	2.5	4.5	-2.1	-2.4	-11.6	-0.8	-11.8
O=C(CSc1nnc(C2CC2)n1-c1ccccc1)NCCN1C(=O)CSC1=O	-5.6	-3.7	1.4	6.0	-1.0	-1.2	-0.3	-2.2	4.8	3.0
CC(C)CSc1n[nH]c(=S)s1	13.4	-1.3	-2.4	-4.9	-0.3	-1.2	0.5	-10.8	1.0	-0.5
CCc1ccccc1-n1c(SCC(=O)N2CCCC2)nnc1-c1ccccn1	-3.3	-6.2	2.0	2.5	6.4	-4.5	-4.9	-6.6	2.2	1.1
Cc1cc(C)n(C(=O)c2cccc(S(=O)(=O)N3CCCCC3)c2)n1	2.6	4.0	-1.9	-1.0	-7.2	-4.0	-8.3	-6.0	-2.8	2.8
CCOC(=O)c1c(CN(C)C)n(-c2ccccc2)c2cc(Br)c(OC)cc12	-5.5	-0.9	-6.9	-21.0	6.9	2.9	-1.4	-23.2	-13.2	-10.5
Cc1ccc(C)c(N2C(=O)c3ccc(C(=O)Nc4ccccn4)cc3C2=O)c1	2.6	1.0	2.6	2.4	-1.2	-2.3	3.5	-5.3	-2.5	-4.5
Cc1ccc(N2CCN(C(=O)c3cc(C(=O)c4ccccc4C)c[nH]3)CC2)c(C)c1	4.6	6.5	-3.8	-0.4	-2.4	-2.8	2.2	2.1	-10.6	-10.6
CCOc1ccc2cc(C3CC(c4ccco4)=NN3S(=O)(=O)c3ccccc3)c(Cl)nc2c1 (centres undefined)	3.1	-0.7	-2.2	-28.2	-4.7	0.1	14.5	11.6	-7.7	-15.9
Cc1ccc(S(=O)(=O)N2CCN(CC(O)CN3CCOCC3)CC2)cc1 (centres undefined)	-1.3	1.3	7.0	22.7	7.7	1.4	-3.0	-1.9	3.1	2.3
Cc1c(C)n(Cc2ccccc2)c2ncnc(NCCCO)c12	-1.8	-3.4	13.3	4.3	0.7	3.2	-6.1	6.6	4.0	0.4
O=C(NC(=S)Nc1ccc(NC(=O)c2ccccc2)cc1)c1ccc(F)cc1	-4.8	-0.8	-4.2	-10.5	7.9	-3.0	4.9	6.5	-23.9	-1.4
O=C(O)CNC(=O)c1ccc(NC(=O)/C(=C/c2cccc([N+](=O)[O-])c2)NC(=O)c2ccco2)cc1	-0.7	-4.3	-3.3	-0.8	7.2	-2.6	8.1	-17.1	1.9	8.1
Cc1cc(C)cc(-c2nnc(SCC(=O)c3c(N)n(C4CC4)c(=O)[nH]c3=O)o2)c1	0.3	1.3	-5.4	2.5	8.8	-1.9	-8.5	-5.6	3.5	0.5
O=C(Nc1ccno1)Nc1ccc(Cl)cc1Cl	6.7	-0.6	-6.5	-2.9	-4.5	-0.1	-0.5	-6.7	-1.4	-11.1
CNC(=O)C1CC(=O)N(Cc2ccc(OC)c(OC)c2)C(=Nc2ccc(OC)cc2)S1 (centres undefined)	-1.8	-0.2	3.0	-4.0	5.4	1.5	-4.2	-7.0	-1.9	0.2
Cn1c(CSc2ccccc2)c(C#N)c2ccccc21	-2.4	-2.5	3.1	-27.4	-0.3	-1.8	-3.2	-7.8	-3.5	-11.6
COc1ccc(CCNc2nc3c(c(=O)n(C)c(=O)n3C)n2C)cc1OC	-3.6	2.0	-2.4	-0.6	-1.7	-1.4	-6.5	1.7	2.2	4.3
COc1ccc(-c2nc(SCc3ccc(C#N)cc3)[nH]c(=O)c2C#N)cc1	0.1	-3.8	2.0	-6.7	-4.2	0.3	11.6	4.3	0.8	-8.0
CN(C)/C=N/S(=O)(=O)c1ccc(Cl)cc1	-1.0	-3.5	-0.2	-1.0	10.6	-3.1	-2.9	-13.4	8.9	1.4
CCC(=O)Nc1ccc2c(c1)ncn2-c1ccccc1OC	2.4	2.4	2.2	6.1	-2.4	-4.0	-2.9	4.8	-1.1	-9.6
O=C(O)c1cccc2c1C(=O)N(Cc1ccncc1)C2	1.2	-8.4	2.1	-0.4	6.6	-2.6	0.6	-4.3	-1.1	-0.1
C=CCOc1c(Cl)cc(Cl)cc1S(=O)(=O)NCCO	-0.5	0.0	-3.9	3.8	5.0	10.6	-3.6	2.8	2.1	3.0
O=C(NCc1ccccc1)c1cccc(COc2ccc3c(c2)CCC3)c1	5.0	7.5	0.0	-43.8	0.8	-2.6	10.1	0.2	-13.0	-20.8
Nc1nc(F)cc(NCc2ccccc2)n1	4.9	0.8	3.4	-10.0	2.5	-0.3	-1.2	6.1	-11.0	1.9
COc1cccc(NC(=O)C(=O)NCC2CCCN2S(=O)(=O)c2ccccc2)c1 (centres undefined)	0.3	0.3	-3.2	-11.5	7.0	3.9	1.5	-7.6	-4.0	-5.1
CCC(=O)N1CCN(c2ccc(NC(=S)NC(=O)c3cc4ccccc4o3)cc2)CC1	4.6	4.1	0.4	6.9	-0.7	-5.5	2.1	-15.6	3.4	-2.8
Oc1ccc2c(c1)C1CCCC1(N1CCOCC1)O2 (centres undefined)	27.2*	1.8	-2.6	-4.7	10.8	31.1*	24.7	4.9	8.9	34.2*
COc1ccc(C2CC(=O)c3cnc(N)nc3C2)c(OC)c1 (centres undefined)	-0.9	4.6	-2.0	-9.7	1.0	2.9	1.8	-2.6	-1.2	4.5
S=c1[nH]nc2ccccn12	11.7	-2.3	1.3	1.2	-2.5	-6.0	1.0	1.1	6.8	4.9
O=C(/C=C/c1ccc(Cl)c([N+](=O)[O-])c1)c1cccnc1	-3.5	-5.3	8.9	-0.2	-2.6	2.4	4.2	-14.4	-2.1	-3.2
CCOC(=O)c1cnn(-c2ccccc2)c1NC(=O)CN1CCCCC1	3.8	9.7	10.2	1.1	-2.4	-4.3	-6.5	-8.4	-0.3	-12.4
COc1ccc(C)cc1S(=O)(=O)N1CCCC(N2CCN(c3ccccc3)CC2)C1 (centres undefined)	-4.3	-1.3	3.9	0.7	3.7	3.4	0.5	6.2	0.6	-2.3
ONC(=Nc1ccc(Cl)cc1)c1ccccc1	-0.6	1.2	5.8	-2.6	-2.8	-1.6	-0.8	5.3	1.4	4.8
CC1CN(c2nc3ccccc3nc2C(C#N)C(=O)OC2CCCCC2)CC(C)O1 (centres undefined)	-0.6	-0.1	-2.9	-5.2	6.8	-4.6	0.9	3.8	-3.8	4.8
COc1ccc(CN2C(=O)c3cccnc3C2=O)cc1S(=O)(=O)N(C)Cc1ccco1	5.1	2.0	4.7	4.8	-0.4	-4.8	-1.4	1.2	-2.3	-0.6
CC(=NNC(=O)c1ccc(NS(=O)(=O)c2ccc(Br)cc2)cc1)c1cccnc1	1.4	-6.0	-6.4	-26.0	-5.3	0.9	21.5	7.5	-17.6	-14.5
COc1ccc(NC(=O)NNC(=O)COc2ccc3ccccc3c2)cc1	-1.2	-4.7	1.4	-3.1	-1.9	2.0	2.8	4.2	17.6*	1.2
CCCCOc1ccc(N(CC(=O)NCC2CCCO2)C(=O)CCC(=O)Nc2cc(C)ccn2)cc1 (centres undefined)	-0.2	5.2	-1.5	-4.1	2.8	0.9	-10.3	-6.8	1.8	5.2
CC1CCC(NC(=O)CCS(=O)(=O)c2ccc3c(c2)CCN3C(=O)C2CC2)CC1 (centres undefined)	-3.2	2.3	-7.0	3.5	2.3	2.0	-7.1	-7.1	-2.0	-5.9
Cc1ccc(-c2cc3ccccc3nc2N)cc1	4.5	-2.4	-6.2	-3.5	-6.8	-4.1	-3.6	0.6	-4.2	9.9
O=C(NC1CCCCC1)C1c2ccccc2OCC(=O)N1CCCN1CCOCC1 (centres undefined)	1.3	1.2	-0.7	.	1.8	-4.3	1.7	4.1	3.6	4.5

Sorted by the number under PRMT1 FP inh (low to high): three from the list above
structure | PRMT1 FP inh
CC1CCC(NC(=O)CCS(=O)(=O)c2ccc3c(c2)CCN3C(=O)C2CC2)CC1 (centres undefined) | -3.2
CC1CN(c2nc3ccccc3nc2C(C#N)C(=O)OC2CCCCC2)CC(C)O1 (centres undefined) | -0.6
CC(=NNC(=O)c1ccc(NS(=O)(=O)c2ccc(Br)cc2)cc1)c1cccnc1 | 1.4

The list is partial, so the mix of outcomes need not match the whole.
